G6PDH counter = L. mesenteroides G6PDH inhibitors, counter-screen for G6PDH-coupled screening assays, biochemical, Leuconostoc mesenteroides enzyme. glucose-6-phosphate dehydrogenase [Leuconostoc mesenteroides]. Purified L. mesenteroides G6PDH, diaphorase/resazurin coupled fluorescence, 45 min. inhibition, % at 5 µM. hit rate 0.12% among 200,000; in the data active = inhibition above about 50%
TNAP inh no acc = human TNAP enzyme inhibitors, primary screen, biochemical, luminescent, no phosphate acceptor, uHTS. inhibition, % at 20 µM. hit rate 0.26% among 200,000. AID 1012, 2008. purified TNAP, CDP-star luminescence, 30 min. Alkaline phosphatase, tissue-nonspecific isozyme (Homo sapiens), P05186;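 active = tissue-nonspecific alkaline phosphatase inhibition above about 50% at 20 µM in the single-dose screen, limit read from the data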;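 also: 0% = DMSO negative control and 100% = EDTA positive control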
Target sequence (P05186 whole entry, looked up): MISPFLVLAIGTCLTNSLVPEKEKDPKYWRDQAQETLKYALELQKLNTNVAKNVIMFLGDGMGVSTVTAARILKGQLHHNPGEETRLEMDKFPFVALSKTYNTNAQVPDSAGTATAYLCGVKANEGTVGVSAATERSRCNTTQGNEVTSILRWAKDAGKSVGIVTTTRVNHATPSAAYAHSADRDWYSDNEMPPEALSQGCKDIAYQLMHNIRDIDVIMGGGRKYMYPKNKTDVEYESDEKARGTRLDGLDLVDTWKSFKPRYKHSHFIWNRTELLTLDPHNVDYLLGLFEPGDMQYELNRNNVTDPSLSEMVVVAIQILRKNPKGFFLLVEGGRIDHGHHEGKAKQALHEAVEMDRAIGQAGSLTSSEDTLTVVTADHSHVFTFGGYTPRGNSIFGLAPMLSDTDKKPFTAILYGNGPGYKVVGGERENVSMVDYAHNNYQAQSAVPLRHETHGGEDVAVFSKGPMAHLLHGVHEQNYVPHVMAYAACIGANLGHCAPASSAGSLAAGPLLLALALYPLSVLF
Efa HMGR inh = inhibitors of E. faecalis class II HMGR, primary screen, biochemical, Enterococcus faecalis. purified E. faecalis HMGR, NADPH absorbance 340 nm kinetic. inhibition, % at 10 µM. hit rate 0.41% among 190,000;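 active = inhibition above a set limit, the median over all tested compounds plus 3 SD, cut at about 9.5% in these data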;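 also: enzyme runs in reverse so mevalonate oxidation gives rising NADPH absorbance; 0% = complete reaction with DMSO and 100% = background rate lacking mevalonate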
TNAP inh hi DEA = human TNAP enzyme inhibitors, primary screen, biochemical, luminescent, high phosphate acceptor level, uHTS; Alkaline phosphatase, tissue-nonspecific isozyme (Homo sapiens), P05186; purified TNAP, CDP-star luminescence, 1 M DEA; inhibition, % at 20 µM; hit rate 0.03% among 200,000;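 active = over 50% inhibition of tissue-nonspecific alkaline phosphatase at 20 µM in the single-dose screen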;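 also: plate controls were DMSO wells for no effect and EDTA-quenched wells as full inhibition for full effect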
Diaph act CS = compounds boosting diaphorase resazurin reduction – biochemical, uHTS, resorufin fluorescence, counter-screen for diaphorase-coupled primary assays, primary screen | activation factor at 20 µM | hit rate 0.005% among 190,000 | AID 1229, 2008 | Diaphorase/resazurin coupled assay, 16 min; hits give high values; 1 = vehicle wells, 0 = NADH-free wells;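 active = diaphorase activity raised at least twofold by the compound at 20 µM; inactive = activation factor below 2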
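Material: purified diaphorase enzyme from Clostridium kluyveri; Also added: 0.114 mM NADH and 0.1 mM resazurin, final amounts; Doses: single compound dose of 20 µM, 1% DMSO final; Times: 16 min enzyme reaction, ambient temperature; Detection: resorufin fluorescence, excitation 544 nm, emission 590 nm; Measure: increased resorufin signal from activators or reducing compounds.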
FLuc stim CS = FLuc activators, initial screening, artefact control for FLuc-dependent activation tests, biochemical, ATPlite luminescence; ATPlite luciferase biochemical, 10 min; 0 = ATP-free wells, 1 = DMSO control; activation factor at 10 µM; 200,000 tested, under 10 active; AID 1027, 2008;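 active = luciferase activation factor, scaled between plate controls, of at least 2 with compound at 10 µM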
Target sequence (P08659 whole entry, looked up): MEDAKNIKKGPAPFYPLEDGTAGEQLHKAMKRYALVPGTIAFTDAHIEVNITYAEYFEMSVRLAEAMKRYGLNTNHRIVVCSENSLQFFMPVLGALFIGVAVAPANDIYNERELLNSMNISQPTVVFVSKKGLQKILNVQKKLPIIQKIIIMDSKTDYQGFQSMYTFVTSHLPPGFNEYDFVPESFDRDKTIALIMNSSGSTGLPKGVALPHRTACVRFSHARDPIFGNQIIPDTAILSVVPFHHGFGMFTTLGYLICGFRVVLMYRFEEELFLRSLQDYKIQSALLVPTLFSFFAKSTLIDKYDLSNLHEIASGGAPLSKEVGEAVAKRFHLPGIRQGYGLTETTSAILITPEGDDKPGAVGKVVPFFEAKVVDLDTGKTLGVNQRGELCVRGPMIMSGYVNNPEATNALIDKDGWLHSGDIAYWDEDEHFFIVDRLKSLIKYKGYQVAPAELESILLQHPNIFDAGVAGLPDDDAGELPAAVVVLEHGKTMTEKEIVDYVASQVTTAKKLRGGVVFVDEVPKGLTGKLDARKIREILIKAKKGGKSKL
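Assay system: Luciferase/luciferin reagent mix; Medium: PBS as buffer for the ATP substrate; Dosing: test compounds dosed from 2 mM stocks in 100% DMSO; Times: 10 min, room temperature; Signal: luminescence from luciferase reaction; Read-out: luciferase activation; Controls: No-ATP low control, compound-free enzyme-plus-ATP high control.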
Diaph inh CS = diaphorase inhibitors and chemical oxidizers, primary screen, counter-screen for diaphorase-coupled primary assays, biochemical, uHTS, resorufin fluorescence; diaphorase resazurin-to-resorufin fluorescence, NADH, 16 min; bacterial (C. kluyveri) enzyme, not human; inhibition, % at 20 µM; hit rate 0.69% among 190,000;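 active = primary screen inhibition at 20 µM above a set limit, cut at about 50% in these data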;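 also: plate controls were DMSO with full reaction for no effect and wells lacking NADH for full effect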
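controls = No-NADH positive control and DMSO neutral control | system = Clostridium kluyveri diaphorase enzyme | timing = reaction incubation of 16 min at room temperature | signal = resorufin fluorescence 544/590 nm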
PMI act hi M6P = human PMI activators, high substrate, primary screen, biochemical, fluorescence intensity, near-saturating mannose 6-phosphate; activation factor at 20 µM; coupled PMI enzyme assay, resazurin fluorescence, 20 min; hits give high values; 1 = untreated enzyme, 0 = substrate-free blank; hit rate 0.34% among 190,000; AID 1216, 2008; Mannose-6-phosphate isomerase (Homo sapiens), P34949;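 active = activation factor of 2 or more at 20 µM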
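Test system: human phosphomannose isomerase with PGI, G6PDH, diaphorase coupling enzymes; Amount: PMI at 15 ng/mL final; Reagent: Mannose-6-phosphate 1.0 mM (near-saturating) plus 0.22 mM NADP+; Timing: 20 min, room temperature; Technique: resorufin fluorescence at Ex 544/Em 590 nm; Dosing: 20 µM single dose.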
TNAP act hiacc = TNAP activators at high phosphate acceptor level, primary screen, biochemical, luminescence, uHTS; purified TNAP, CDP-star luminescence, 1 M DEA, 30 min; hits give high values; 0 = EDTA background, 1 = DMSO-only activity; Alkaline phosphatase, tissue-nonspecific isozyme (Homo sapiens), P05186; activation factor at 20 µM; 200,000 tested, under 10 active; AID 1136, 2008;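 active = activation factor at least 2 at 20 µM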
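Control set: EDTA negative control, DMSO positive control / Assay system: human TNAP / Quantity: TNAP 1/800 final / Evaluation: TNAP activation factor scaled between EDTA and DMSO control wells / Measured by: luminescent substrate turnover signal / Compound dosing: one dose, 20 µM / Times: 30 min enzyme reaction at room temperature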
PMI activator = activators of human PMI, primary screen, biochemical, fluorescence intensity, near-Km mannose 6-phosphate. Mannose-6-phosphate isomerase (Homo sapiens), P34949. hit rate 0.005% among 190,000. activation factor at 20 µM. purified human PMI, coupled resazurin fluorescence, 20 min; hits give high values; 1 = vehicle control, 0 substrate-free wells;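 active = activation factor of 2 or more at 20 µM, relative to plate controls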
An asterisk follows results filed as active.

SMILES	G6PDH counter	TNAP inh no acc	Efa HMGR inh	TNAP inh hi DEA	Diaph act CS	FLuc stim CS	Diaph inh CS	PMI act hi M6P	TNAP act hiacc	PMI activator
O=C(O)COc1ccc2oc3ccccc3c2c1	2	-13	0	-8	0.9	1.1	8	1.1	1.1	1
CCCC(=O)NCCc1cc2c(C)ccc(C)c2[nH]c1=O	-8	-11	-3	4	0.9	1	9	0.9	1	0.9
O=C(O)CCCC(=O)Nc1ccc(Br)cc1	8	4	2	-7	0.9	1.1	6	1.1	1.1	1.1
Nc1nc(-c2ccco2)nn1C(=O)c1cccnc1	15	6	0	-6	1	1.1	0	1	1.1	1.1
O=C(NCCCNc1ccc([N+](=O)[O-])cc1Cl)c1ccccc1F	8	2	0	1	1	1	-3	1	1	1.1
O=C(O)c1ccc(NS(=O)(=O)/C=C/c2ccccc2)cc1	6	-6	-3	1	1	1	3	1	1	0.9
COc1ccc(CCNC(=O)C(=O)NCCOc2ccccc2Cl)cc1OC	10	-14	-14	-1	0.9	1	15	1	1	1
CCc1cc2c(=O)c(-c3nc4ccccc4[nH]3)coc2cc1OC(=O)N1CCOCC1	4	6	1	-4	1	1	1	0.9	1	0.9
CCc1ccc2nc(N3C(=O)C(O)=C(C(=O)c4ccco4)C3c3cccs3)sc2c1 (stereo unspecified)	10	0	-7	-1	0.7	0.9	32	1.2	1	1.2
CCOC(=O)c1cnc2c(C#N)cnn2c1N	-3	-6	-2	1	0.9	1	11	1.1	1	1.1
Cc1ccc(NC(=O)CN(C)C(=O)CCOc2ccccc2C)cc1	12	1	0	-2	0.9	1	13	0.8	1	0.8
COc1ccc(NC(=S)N(CCO)Cc2ccccc2)cc1	-1	-14	8	-6	0.9	1	5	1	1.1	1
O=C(CCN1CCN(c2ccccc2)CC1)NNC(=S)Nc1ccccc1Cl	-1	-128	2	-5	0.9	1.1	10	1.1	1.1	1.1
CC(=O)Nc1ccc(C(=O)Cn2c3[n+](c4c(F)c(F)ccc42)CCCCC3)cc1	1	-8	2	0	1	1.1	-1	1.1	1	1.2
CCc1c(C)nc2c(OC)cccc2c1SCCC(=O)O	15	-9	-5	0	1	1	2	1	1	0.9
O=C(c1cc(-c2ccccc2Cl)on1)N1CCN(C(=O)c2ccco2)CC1	4	-11	5	-3	0.8	0.9	16	1	1	1
CC1=NCCN1S(=O)(=O)c1cc([N+](=O)[O-])ccc1Cl	13	-3	-7	-1	0.9	1.1	13	0.9	1	1
O=C(O)CCCCCn1c(SCc2cc(=O)n3cc(Cl)ccc3n2)nc2ccsc2c1=O	-6	-5	3	0	0.7	1.1	33	0.9	1	1
c1ccc(-c2nc(NC3CC3)nc(-n3ccnc3)n2)cc1	1	-1	-6	-1	0.9	1.1	12	0.9	1	0.9
Cc1ccc([N+](=O)[O-])cc1N(CC(=O)NCC1CCCO1)S(C)(=O)=O (stereo unspecified)	20	-11	1	-3	1.1	1	-6	1	1	1
CC(C)n1nnnc1SCC(=O)NNC(=O)C1CCCCC1	5	-8	-4	-5	0.9	1.1	5	1	1	1
CCc1c(C)c(C#N)c2nc3ccccc3n2c1NCc1ccccn1	16	-16	4	-6	0.7	1.1	35	0.7	1.1	0.9
COc1ccc(N2CCN(C(=N)/C(C(C)=O)=C(\C)O)CC2)cc1	1	-12	-4	-5	0.9	1.1	12	1.1	1.1	1
CC(=O)Nc1cccc(OC(=O)N2CCOCC2)c1	6	-7	-1	-2	1	1	-4	1.1	1	1.1
C=CCn1c(SCC(=O)Nc2c(C)nn(Cc3ccccc3)c2C)nnc1C(O)c1ccccc1 (stereo unspecified)	-6	-5	-1	2	1	1	-4	1	1	0.9
Nc1nnc(-c2ccccc2[N+](=O)[O-])o1	-2	-13	5	-3	0.9	1	13	0.7	1	0.9
CC1CCC2(CC1)NC(=O)N(NC(=O)CCl)C2=O (stereo unspecified)	9	-6	-1	-4	1.1	1.1	-7	1.1	1	1.2
COc1ccc(CCNC(=O)c2cc(-c3ccncc3)nc3c(Cl)cccc23)cc1OC	10	-11	1	-7	0.8	1.1	16	1	1.1	1
Cc1ccc(Nc2nc3ccccc3s2)c(C)c1	3	-49	-4	-6	0.8	0.3	22	0.8	1.1	1
O=C(O)CCSc1nnc(COc2ccc([N+](=O)[O-])cc2)n1-c1ccccc1	6	-7	1	-4	0.9	1	14	0.9	1	1
O=C(NC1CCCCCC1)c1ccc(=O)n(Cc2ccccc2)n1	9	-8	-3	3	0.9	1	10	1	1	1
Cc1cccc(N=Cc2cc(Br)cc(Cl)c2O)c1	29	8	-4	1	0.8	1	24	0.4	1	1
c1ccc2sc(N3CCOCC3)nc2c1	3	15	2	1	0.9	0.9	10	1	1	1
COc1ccc([N+](=O)[O-])cc1N(CC(=O)NC(C(C)C)C(C)C)S(C)(=O)=O	6	-6	-4	-4	1	1.1	2	1	1	1
CN(C)S(=O)(=O)c1cccc(NC(=S)N(CCC#N)Cc2cccnc2)c1	6	-9	7	-7	0.8	1	15	0.9	1.1	0.9
CCOC(=O)c1cc(=O)n2[nH]c(-c3ccc(C)cc3)cc2n1	2	-2	-2	2	0.9	0.8	14	0.8	1	0.8
Cc1ccsc1/C=C1\Oc2cc(OCC(=O)c3ccccc3)ccc2C1=O	3	-5	-6	7	1	0.9	1	1	0.9	0.9
COC(=O)c1sccc1NS(=O)(=O)c1ccc(OC)cc1	7	-12	-4	-10	0.7	1.1	29	0.9	1.1	1
Cc1ccc2nc(NC(=O)CSc3nc4c(c(=O)n3C)SC(C)C4)sc2c1 (stereo unspecified)	9	1	1	4	0.8	1	22	0.9	1	0.9
CCC(Oc1ccccc1)C(=O)Nc1ncc([N+](=O)[O-])s1 (stereo unspecified)	10	1	2	3	1	1.1	1	1.1	1	1.1
CC(C(=O)OCC(=O)c1ccc([N+](=O)[O-])cc1)N1C(=O)C2C3CCC(C3)C2C1=O (stereo unspecified)	4	2	0	-4	1.2	1	-20	1.1	1	1.2
COc1cccc(NC(=O)CN(c2ccc(C)cc2)S(=O)(=O)c2c(C)nn(C)c2C)c1	-3	-10	-5	1	0.9	1	14	0.9	1	0.9
CCN(CC)CCC(C)OC(=O)c1ccc(O)cc1O (stereo unspecified)	6	-4	-4	-2	0.9	1.1	14	0.9	1	0.9
O=C(CS(=O)(=O)c1ccc(Cl)cc1)NCCS(=O)(=O)c1ccc(Cl)cc1	9	-3	-4	-3	0.6	1.1	39	1	1	0.4
O=C(NCCN1CCOCC1)C1CCC(CNS(=O)(=O)c2ccccc2)CC1 (stereo unspecified)	10	-9	-8	-4	1.1	1.1	-10	1	1	1.1
Cc1ccc(NC(=O)c2cc(N3C(=O)C4CC=CCC4C3=O)ccc2N2CCOCC2)cc1Cl (stereo unspecified)	6	-4	2	-3	0.7	1.1	29	0.8	1	0.8
CC[C@H](C)[C@H](NC(N)=O)C(=O)NCCc1ccc(OC)c(OC)c1	2	-14	-9	-5	1	1	2	1.1	1.1	1.1
CCOc1ccc(OCCOCCn2ccnc2)cc1	-2	-7	-1	-3	0.9	1	6	1.1	1	1
CC1(C)CC(=O)C=C(NCc2ccncc2)C1	10	13	-3	4	1	1.1	4	1	1	1.2
COc1ccc(CNC(=O)CCCn2c(SCC#N)nc3cc4c(cc3c2=O)OCO4)cc1	1	-10	3	-3	1	1.1	3	1	1	1.1
CC(=O)c1cccc(NC(=O)Nc2cc3sccc3n2C)c1	-21	-1	-8	4	0.6	1	37	1.3	1	1
COC(=O)/C(=C\c1ccc([N+](=O)[O-])o1)NC(=O)c1ccccc1	9	2	0	2	0.9	0.9	14	1.4	1	1.2
COc1ccccc1NC(=O)N1CCCC1	5	-5	-2	-3	1	1	3	1	1	1
CN(C1CCCCC1)S(=O)(=O)c1ccc(C(=O)O)cc1	16	-16	-2	-7	1	1	2	1.1	1.1	1
CC1=C(C(=O)Nc2cccc(C)c2C)C(c2cccs2)NC(=S)N1 (stereo unspecified)	6	-7	1	-3	1	1	-2	1	1	0.9
CCCCCc1nnc(NC(=O)Cc2cccs2)s1	-1	-13	-2	3	0.8	1	18	1.2	1	1.1
O=C1NC(=S)N/C1=C/C=C/c1ccccc1	0	-10	-6	-2	1	1	2	1	1	1
CCN(CC)S(=O)(=O)c1ccc(N2CCOCC2)c(NC(=O)CC23CC4CC(CC(Br)(C4)C2)C3)c1	-8	-11	-8	-3	0.8	1.1	16	1	1	0.9
S=C(NCC1CCCO1)Nc1ccc(Nc2ccccc2)cc1 (stereo unspecified)	7	-5	-8	-2	1	1	5	1	1	1
COc1cc2cc(C(=O)O)n(C)c2c(OC)c1OC	3	-7	0	-7	0.9	1.1	10	0.9	1.1	1

Fetched by compound from above (3):
SMILES	G6PDH counter	TNAP inh no acc	Efa HMGR inh	TNAP inh hi DEA	Diaph act CS	FLuc stim CS	Diaph inh CS	PMI act hi M6P	TNAP act hiacc	PMI activator
COc1cccc(NC(=O)CN(c2ccc(C)cc2)S(=O)(=O)c2c(C)nn(C)c2C)c1	-3	-10	-5	1	0.9	1	14	0.9	1	0.9
Nc1nc(-c2ccco2)nn1C(=O)c1cccnc1	15	6	0	-6	1	1.1	0	1	1.1	1.1
c1ccc2sc(N3CCOCC3)nc2c1	3	15	2	1	0.9	0.9	10	1	1	1

Screening data as filed in PubChem.

An unsorted share of the library, and some 1.7% of all compounds hit somewhere here.
